High-throughput results deposited in PubChem by National Center for Advancing Translational Sciences (NCATS).
ALOX15 inhib – qHTS Assay for Inhibitors of 15-hLO (15-human lipoxygenase). Polyunsaturated fatty acid lipoxygenase ALOX15 (Homo sapiens), P16050. purified 15hLO-1, xylenol orange hydroperoxide absorbance. Potency, µM (doses to about 57.1 µM), for inactives: top-dose activity change, negative = inhibition, usual class: inhibitors. 74,000 compounds, 1.4% hits. AID 887, 2007; further: potency means the concentration at half of the fitted maximal effect; on the % scale 0 is the no-effect control and ±100 the full control effect; nearly all actives have a fitted effect of over 55% in size
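Quantitative HTS in 25 mM Hepes pH 7.5 containing 0.01% Triton X-100: human 15hLO-1 at 40 nM, arachidonic acid at 50 uM, 6 min turnover. Product quantified via ferrous oxidation/xylenol orange, 573:405 nm absorbance ratio.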
Hsp90 Hop PPI – qHTS Assay for Disrupters of an Hsp90 Co-Chaperone Interaction | AlphaScreen TPR2A-His6 binding biotin-Hsp90 C-terminal peptide | 71,000 compounds, 0.44% hits | AID 595, 2007 | Potency, µM (doses to about 57 µM), for inactives: at the highest dose activity change, negative = inhibition | Hsp90 C-terminal peptide / TPR2A (Hop) interaction, human; active means well fitted curve in either direction with a large enough effect; inconclusive means small, poorly fitted or top-dose-only effect, or another doubt; further: potency means the concentration at half of the fitted maximal effect; on the % scale 0 is the no-effect control and ±100 the full control effect; many of its hits are not listed in these tables
GFP derepression – qHTS Assay for Epigenetic Modulators | mouse C127i GFP locus derepression, cytometry, 30 h | 68,000 compounds, 0.09% hits | Potency, µM (doses to about 46.1 µM), without a hit: top-dose GFP derepression (activation); further: % of control where 0% means no effect
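Read-out is the number of GFP-positive cells, scored as fluorescent objects 20 to 120 um wide, reflecting derepression of a silenced CMV-GFP reporter in murine C127i cells after 30 h compound exposure at 37 C.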
USP2a inhib – qHTS Assay for Inhibitors of Ubiquitin-specific Protease USP2a | USP2a enzymatic assay, qHTS inhibition | AID 927, 2007 | 60,000 compounds, 0.1% hits | Potency, µM (highest dose often 38.3 µM), without a hit: at the highest dose activity change, negative = inhibition, most hits filed as inhibitors;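 further: potency means the concentration at half of the fitted maximal effect; nearly all actives have a fitted effect of over 60% in size; plate controls were DMSO for no effect and NEM full inhibition control for full effect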
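USP2 core (20 nM final) was preincubated with compound for 30 min at RT in 20 mM Tris-HCl pH 8.0, 2 mM CaCl2, 2 mM beta-mercaptoethanol; Ub-PLA2 (20 nM) plus NBD C6-HPC (20 uM) then added, fluorescence read after 2.5 h.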
HBB splicing – qHTS Assay for Modulators of Hemoglobin Beta Chain Splicing. HBB splicing reporter cell assay, activation; EGFP reporter with mutant IVS2-654 intron; response scale: normalised to 500 nM splice-correcting PNA. Potency, µM (top dose mostly 46.1 µM), inactives show top-dose activation, most hits filed as activators. 65,000 compounds, 0.06% hits. AID 925, 2007; further: potency means the concentration at half of the fitted maximal effect; 0% is about no effect
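Compounds were applied for 2 days to HeLa EGFP-654 cells, 500/well in Optimem with 2% FCS. The reporter's EGFP is disrupted by mis-splicing of beta-globin intron IVS2-654. Readout: summed well GFP fluorescence from 488 nm laser scanning; reference was 500 nM antisense […] 654 PNA.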
Ub-GFP proteasome – Ubiquitin-GFP Assay. Ubiquitin-GFP reporter cells, proteasome inhibition, GFP fluorescence; response scale: untreated = 0%, 10 µM MG-132 = 100%. Potency, µM (highest dose often 45.9 µM), for inactives: at the top dose activation (GFP accumulation), most hits filed as activators. 67,000 tested, under 10 active; active means well fitted activation curve with a large enough effect, not every such curve was filed as active; inconclusive means small, poorly fitted or top-dose-only effect, or another doubt; inactive means no such curve, though single readings can be large or run the other way; further: potency means the concentration at half of the fitted maximal effect
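U2OS cells expressing ubiquitin(G76V)-GFP, seeded overnight in 0.5% FBS medium, then treated 4 hr at 37 C across 46 uM to 2.9 nM. GFP-positive cells counted by laser cytometry (488 ex/515 em); %activity scaled between basal and 10 uM MG-132.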
BRCT PPI red – qHTS Assay for Inhibitors of BRCT-Phosphoprotein Interaction (Red Fluorophore); Breast cancer type 1 susceptibility protein (Homo sapiens), P38398; 75,000 compounds, 0.03% hits; Potency, µM (doses to about 76.9 µM), without a hit: at the highest dose activity change, negative = inhibition, hits mostly inhibitors; BRCT-phosphopeptide binding, red fluorescence polarization; AID 892, 2007; further: on the % scale 0 is the no-effect control and ±100 the full control effect
Target sequence (P38398 whole entry, looked up): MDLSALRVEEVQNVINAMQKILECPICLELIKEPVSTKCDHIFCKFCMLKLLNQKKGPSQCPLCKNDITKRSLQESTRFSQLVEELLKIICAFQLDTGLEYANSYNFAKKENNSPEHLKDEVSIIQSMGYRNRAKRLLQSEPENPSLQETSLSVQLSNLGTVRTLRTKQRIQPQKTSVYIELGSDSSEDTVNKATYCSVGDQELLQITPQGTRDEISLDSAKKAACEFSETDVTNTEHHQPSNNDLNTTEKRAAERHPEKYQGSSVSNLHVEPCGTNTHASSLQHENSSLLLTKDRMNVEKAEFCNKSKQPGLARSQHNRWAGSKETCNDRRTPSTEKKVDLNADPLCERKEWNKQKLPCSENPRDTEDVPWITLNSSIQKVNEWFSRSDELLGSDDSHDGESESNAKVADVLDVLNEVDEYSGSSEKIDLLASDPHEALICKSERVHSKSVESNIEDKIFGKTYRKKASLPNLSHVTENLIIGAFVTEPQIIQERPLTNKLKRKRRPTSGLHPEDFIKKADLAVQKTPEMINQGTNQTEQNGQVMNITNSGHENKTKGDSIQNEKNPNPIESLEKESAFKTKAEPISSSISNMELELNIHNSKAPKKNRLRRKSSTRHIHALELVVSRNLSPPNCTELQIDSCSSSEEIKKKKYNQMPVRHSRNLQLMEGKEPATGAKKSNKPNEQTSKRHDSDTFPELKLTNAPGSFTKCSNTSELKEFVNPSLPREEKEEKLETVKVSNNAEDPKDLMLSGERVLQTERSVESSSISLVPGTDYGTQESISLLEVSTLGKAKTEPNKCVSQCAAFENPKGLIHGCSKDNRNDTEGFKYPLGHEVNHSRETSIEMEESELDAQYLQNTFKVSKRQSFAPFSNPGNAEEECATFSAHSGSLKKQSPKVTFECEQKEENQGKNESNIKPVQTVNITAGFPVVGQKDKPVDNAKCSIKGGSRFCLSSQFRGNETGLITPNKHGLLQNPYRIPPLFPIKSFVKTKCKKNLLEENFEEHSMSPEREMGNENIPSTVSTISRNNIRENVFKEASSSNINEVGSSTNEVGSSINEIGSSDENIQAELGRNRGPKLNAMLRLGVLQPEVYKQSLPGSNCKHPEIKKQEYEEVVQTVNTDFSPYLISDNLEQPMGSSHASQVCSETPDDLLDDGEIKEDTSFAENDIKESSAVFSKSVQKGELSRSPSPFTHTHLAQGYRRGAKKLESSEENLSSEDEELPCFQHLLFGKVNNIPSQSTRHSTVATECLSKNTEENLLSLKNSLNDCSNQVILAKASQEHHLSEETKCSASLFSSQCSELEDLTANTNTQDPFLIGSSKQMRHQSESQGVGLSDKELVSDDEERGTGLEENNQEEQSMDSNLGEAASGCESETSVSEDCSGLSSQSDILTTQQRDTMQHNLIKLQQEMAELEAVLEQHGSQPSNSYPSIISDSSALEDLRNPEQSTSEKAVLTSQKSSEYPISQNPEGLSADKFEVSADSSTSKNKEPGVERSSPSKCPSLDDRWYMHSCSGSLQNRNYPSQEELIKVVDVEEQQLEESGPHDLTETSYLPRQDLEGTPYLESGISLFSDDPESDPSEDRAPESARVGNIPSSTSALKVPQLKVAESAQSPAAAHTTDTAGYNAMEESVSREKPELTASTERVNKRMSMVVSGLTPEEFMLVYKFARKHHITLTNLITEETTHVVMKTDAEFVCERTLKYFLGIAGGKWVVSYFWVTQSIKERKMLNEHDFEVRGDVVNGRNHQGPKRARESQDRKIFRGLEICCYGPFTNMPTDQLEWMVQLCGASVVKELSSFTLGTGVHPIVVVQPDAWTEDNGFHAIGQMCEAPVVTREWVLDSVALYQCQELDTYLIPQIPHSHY
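Fluorescence polarization: 100 nM His-tagged BRCA1 BRCT with 100 nM TAMRA-labelled phospho-BACH1 decapeptide, phosphate buffer pH 7.3 with 150 mM NaCl, DTT, 0.01% Tween 20; 12 min RT. Binding inhibition seen as FP decrease.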
DNA Pol III inh – qHTS Assay for Inhibitors of DNA Polymerase III Holoenzyme System; Potency, µM (top dose mostly 57.1 µM), for inactives: at the highest dose activity change, negative = inhibition; AID 603, 2007; reconstituted DNA polymerase III holoenzyme replication, biochemical; 71,000 compounds, 0.25% hits; further: potency means the concentration at half of the fitted maximal effect; on the % scale 0 is the no-effect control and ±100 the full control effect
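Reconstituted *E. coli* holoenzyme (0.35 nM Pol III, 1 nM beta, 154 nM SSB, 2 nM primase) was preincubated with compound for 15 min at RT. Synthesis on 1.4 nM ssM13Gori ran 35 min, then was stopped with PicoGreen/EDTA and read as dsDNA fluorescence.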
CRE Fsk mod – Cell signaling CRE-BLA (Fsk stim). CHO CRE-bla reporter (cAMP response element driving beta-lactamase), forskolin EC10, beta-lactamase ratio. Potency, µM (top dose mostly 38.2 µM), for inactives: top-dose activity change, negative = inhibition, hits mostly activators. 71,000 compounds, 2.5% hits. AID 662, 2007; active means well fitted activation curve with a large enough effect in the signal ratio, with a control signal flat, not every such curve was filed as active; inconclusive means small, poorly fitted or top-dose-only effect, or effect the other way, or a change in a side signal; the % refers to the signal ratio; further: potency means the concentration at half of the fitted maximal effect; % of control where 0% means no effect
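Reporter-gene assay: CHO cells with beta-lactamase behind cAMP responsive elements, co-treated with compound and EC10 NKH 477 for 3 hours at 37 degrees Celsius. Activity came from the 460/530 nm CCF4 emission ratio.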
HADH2 inh – qHTS Assay for Inhibitors of HADH2 (Hydroxyacyl-Coenzyme A Dehydrogenase, Type II); recombinant HADH2, NADH fluorescence, beta-hydroxybutyryl-CoA; Potency, µM (doses to about 57.1 µM), without a hit: at the top dose activity change, negative = inhibition, usual class: inhibitors; 73,000 compounds, 3.4% hits; further: potency means the concentration at half of the fitted maximal effect; on the % scale 0 is the no-effect control and ±100 the full control effect; nearly all actives have a fitted effect of over 60% in size; many of its hits are not listed in these tables
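20 nM HADH2 + cpd, 15 min RT; add 1 mM NAD+/90 uM beta-hydroxybutyryl-CoA; kinetic fluorescence 360/450 nm, 4 min. Tris-HCl pH 9.0, 0.01% Tween-20.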
BRCT PPI green – qHTS Assay for Inhibitors of BRCT-Phosphoprotein Interaction (Green Fluorophore); Breast cancer type 1 susceptibility protein (Homo sapiens), P38398; BRCA1 BRCT-phosphopeptide binding, green fluorescence polarization; Potency, µM (doses to about 76.9 µM), without a hit: at the top dose activity change, negative = inhibition, most hits filed as inhibitors; 75,000 compounds, 0.05% hits; AID 875, 2007;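 further: potency means the concentration at half of the fitted maximal effect; plate controls were peptide without protein for full effect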
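Compounds were incubated for 12 min at room temperature with a complex of 100 nM fluorescein-tagged pBACH1 decapeptide and 250 nM His-tagged BRCT protein. Buffer was phosphate pH 7.3 with EDTA, DTT and Tween 20. Disruption of binding lowers the polarization signal.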
Numbers without * were called inactive; ? = inconclusive; · = not tested or not shown; [ ] = dose if it differs, or a comment. Unless noted, the call rests on the fitted dose curve; in most records, active means well fitted curve in the direction sought with a large enough effect; inconclusive means small, poorly fitted or top-dose-only effect, or another doubt; inactive means no such curve, though single readings can be large; an effect the other way counts as inactive or inconclusive.

SMILES	ALOX15 inhib	Hsp90 Hop PPI	GFP derepression	USP2a inhib	HBB splicing	Ub-GFP proteasome	BRCT PPI red	DNA Pol III inh	CRE Fsk mod	HADH2 inh	BRCT PPI green
CCC(C)(C(=O)NC1CCCCC1)N(C)C(=O)c1ccccn1 (configuration not stated)	1%	-2%	2%	6%	-0.3%	7%	-1.0%	-6%	-8%	2%	-0.2%
CCCCC#CC1C=CC(Oc2ccc(OC)cc2)C(CO)O1 (configuration not stated)	-2%[11.4 µM]	·	·	·	3.5%[9.22 µM]	·	0.3%[15.4 µM]	·	·	-5%[11.4 µM]	-1.9%[15.4 µM]
O=C(NCCNC(=O)c1cccs1)c1ccco1	7%	-1%	2%	-2%	·	11%	0.3%	-6%	7%	-6%	-3.0%
CCOC(=O)N1CCN(C(=O)c2csc3c2CCCCC3)CC1	7%	-2%	0%	-2%	-1.9%	6%	1.4%	-2%	-7%	7%	1.6%
Cc1nc(C)n(C(C)CC(=O)O)n1 (configuration not stated)	1%	1%	-2%	0%	·	2%	0.4%	-4%	-3%	-3%	-0.4%
COc1ccccc1Nc1nc(N)nc(CSc2nnc(C)s2)n1	-9%	3%	2%	2%	-0.1%	-6%	0.8%	5%	?	5%	0.0%
O=C(CS(=O)(=O)c1ccccc1)Nc1nc(-c2ccccc2)cs1	?	-4%	10%	43%[activator]	9.9%	-3%	-2.7%	-5%	-10%	-9%	9.0%
CSc1nnnn1CCn1nnnc1SC	5%	-2%	-3%	-4%	0.1%	1%	-0.1%	1%	?	1%	0.0%
COc1ccc(-c2nnc(SCC#N)o2)cc1	3%	2%	4%	-11%	·	-3%	-4.3%	-4%	1%	-7%	-1.3%
O=S(=O)(Nc1ccc(S(=O)(=O)N2CCCCC2)cc1)c1ccc(Br)s1	-24%	-5%	2%	22%	-1.1%	-3%	1.3%	10%	-5%	-2%	0.1%
Cc1ccc(-c2nc(-c3ccccc3)no2)c(Cl)c1	4%	25µM*	-4%	·	-1.4%	3%	-0.2%	1%	3%	-8%	-0.5%
O=C(CP(=O)(CO)CO)c1ccc(Cl)cc1	2%	-4%	1%	0%	0.8%	5%	1.3%	4%	-3%	-3%	-1.2%
CCOC(=O)CC1=C(C(=O)OCC)C(c2ccc(C)o2)C(C#N)=C(N)O1 (configuration not stated)	?	-6%	6%	-18%	-0.5%	2%	-0.5%	2%	-12%	-9%	-2.7%
Cc1ccc(C)c(OCC(O)CN2C(C)CCCC2C)c1 (configuration not stated)	5%	-4%	0%	6%	0.7%	-4%	1.6%	6%	-13%	1%	0.2%
CN(c1cccc(NS(=O)(=O)c2cccs2)c1)S(C)(=O)=O	-4%	-1%	-3%	2%	0.0%	0%	-0.5%	0%	3%	3%	1.0%
N/C(=N\c1nc2ccccc2o1)NC(=O)C(Cc1ccccc1)N1C(=O)c2ccccc2C1=O (configuration not stated)	-15%	-18%	-2%	42%[activator]	-0.9%[9.22 µM]	-5%	-0.2%	-2%	?	4%	-1.4%
Cc1ccc(-c2nc(CN(C)C)cc(CN(C)C)c2O)cc1	2%	-5%	-2%	·	0.0%[57.5 µM]	3%	2.4%	1%	?	25µM*	2.4%
CCOc1ccc(-c2nnn(CC(=O)Nc3cccc(OC)c3)n2)cc1OCC	-8%	1%	4%	33%[activator]	0.9%	1%	1.9%	-3%	?	26%	-0.5%
COc1cccc(-c2csc3nnc(SCC(=O)NCc4cccs4)n23)c1	5%	-4%	-2%	3%	-1.5%	0%	1.1%	8%	?	1%	1.7%
CCOC(=O)N1CCC(NC(=O)c2ccc(NC(=O)C3CCCO3)cc2)CC1 (configuration not stated)	12%	-4%	2%	-2%	-1.1%	-6%	-0.7%	8%	1%	-4%	0.3%
Cc1nc(CC(=O)O)c(-c2ccccc2)s1	-4%	-2%	-2%	-7%	-1.5%	-4%	-2.4%	-9%	4%	-13%	0.1%
CCOC(=O)C1CCN(C(=O)Nc2ccccc2Cl)CC1	4%[11.4 µM]	-3%[11 µM]	-2%	4%[7.66 µM]	0.1%[0.0738 µM]	-9%[9.17 µM]	0.1%	-1%[11.4 µM]	?	10%[11.4 µM]	0.5%
CCc1nc2sc3ccccc3c(=O)c2c(=O)n1Cc1ccco1	-15%	-6%	0%	24%	5.6%[0.369 µM]	2%	-3.2%	-6%	4%	?	-1.4%
CC(=O)NCCNc1ncnc2ccc(-c3ccoc3)cc12	-1%	-6%	-3%[9.22 µM]	35%[activator]	-1.9%	-3%	0.1%	-2%	-12%	?	0.6%
Cc1ccc(-n2c(CSc3nc(C)cc(C)n3)nnc2SCC(=O)NCc2ccco2)cc1	8%	-1%	1%	19%	-0.1%[57.5 µM]	-2%	-0.8%	-1%	?	8%	-0.4%
Nc1ncnc2c1ncn2C1CCC(CO)C(O)C1 (configuration not stated)	3%	-2%	0%	-5%	-0.1%[57.5 µM]	8%	0.5%	-2%	16%	7%	-0.7%
COc1ccc(-c2cnc(SCC(=O)Nc3cc(C)on3)n2Cc2ccco2)cc1	-12%	?	-1%	4%	·	0%	0.1%	-10%	17%	-10%	0.3%
Cc1oc(-c2cccc(Cl)c2)nc1CN1CCC(C(=O)NCc2ccco2)CC1	-14%	-4%	4%	26%	2.3%[1.84 µM]	8%	-0.4%	0%	?	12%	0.2%
O=C1NCN(c2ccccc2)C12CCN(CCCC(c1ccc(F)cc1)c1ccc(F)cc1)CC2	?	-9%[26 µM]	2%[20.6 µM]	54%[activator][17.1 µM]	0.5%[20.6 µM]	2%[20.5 µM]	-0.7%[34.4 µM]	-2%[25.6 µM]	?	2%[25.6 µM]	-1.3%[34.4 µM]
CCCN(CCC)S(=O)(=O)c1ccc(C(=O)Nc2nnc(CSC)o2)cc1	92%[activator]	-7%	2%	18%	-0.1%	18%	0.0%	-2%	-7%	1%	-2.0%
Cn1c(=O)c2c(nc(CN3CCOCC3)n2CC(=O)c2ccccc2)n(C)c1=O	7%	0%	7%	-1%	1.8%[0.369 µM]	2%	0.8%	-6%	0%	-2%	-0.9%
CS(=O)(=O)Nc1ccc(C(=O)NCCC2=CCCCC2)cc1	-11%	-4%	3%	-1%	-0.4%	11%	-0.9%	-3%	-11%	-3%	-1.7%
CCOC(=O)c1c(NC(=O)CSc2nnc(-c3cccnc3)o2)sc(C)c1C	5%	-3%	0%	11%	-0.9%	0%	0.9%	4%	5%	7%	-0.6%
Cc1cc(-c2ccc(N3C(=O)CCC3=O)c(C)c2)ccc1N1C(=O)CCC1=O	1%	-4%	-2%	1%	-1.2%	0%	1.2%	1%	3%	6%	-0.8%
Cc1ccc(C(C(=O)NC2CCCCC2)N(CC2CCCO2)C(=O)CNC(=O)c2ccco2)cc1 (configuration not stated)	8%	4%	-1%	17%	·	2%	-0.9%	-8%	4%	-2%	-3.1%

Full records, looked up by structure. Order of values: ALOX15 inhib	Hsp90 Hop PPI	GFP derepression	USP2a inhib	HBB splicing	Ub-GFP proteasome	BRCT PPI red	DNA Pol III inh	CRE Fsk mod	HADH2 inh	BRCT PPI green
Shown for Cc1oc(-c2cccc(Cl)c2)nc1CN1CCC(C(=O)NCc2ccco2)CC1 = -14%	-4%	4%	26%	2.3%[1.84 µM]	8%	-0.4%	0%	?	12%	0.2%
Shown for Cc1cc(-c2ccc(N3C(=O)CCC3=O)c(C)c2)ccc1N1C(=O)CCC1=O = 1%	-4%	-2%	1%	-1.2%	0%	1.2%	1%	3%	6%	-0.8%

An excerpt. The share of hits here may be higher or lower than overall.
